# HCV inhibitor – qHTS Assay for Inhibitors of Hepatitis C Virus (HCV); 3.4% of 340,000 active; AID 651820, 2012; Huh7.5.1 HCVcc-Cre infection, luciferase reporter, 44 h; Potency, µM (top dose mostly 41.8 µM), for inactives: at the top dose activity change, negative = inhibition, most hits filed as inhibitors; active means well fitted inhibition curve with a large enough effect; inconclusive means small, poorly fitted or top-dose-only effect, or another doubt; inactive means no such curve, though single readings can be large or run the other way; further: potency means the concentration at half of the fitted maximal effect
#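 Infectious HCV cell culture screen: compound-treated cells (1,000/well, pre-plated 4 h) are infected with HCVcc-Cre at roughly 0.5 moi and grown 44 h. Infection is quantified by luciferase signal after 15 min substrate incubation at room temperature.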
# HCMV antiviral – qHTS Assay for inhibitors of the human cytomegalovirus (HCMV); 4.5% of 410,000 active; activity change, negative = inhibition, % at 57.5 µM; HFF cells, HCMV-luciferase reporter, 72 h; stronger effect = lower value; in the data active means activity change below about -60%; inconclusive means no clear call, values can overlap the other calls; inactive means above about -39%
#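 Two compound doses tested in HFFs infected with HCMV-luciferase, MOI 1 PFU/cell, 72 h at 37C. Lysate luminescence read with OneGlo; data normalized against buffer-only and 10uM Salinomycin inhibitor controls.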
# Numbers without * were called inactive; ? = inconclusive; [ ] = remark or other dose. On the % scale 0 is the no-effect control and ±100 the full control effect.
SMILES,HCV inhibitor,HCMV antiviral
CC[C@@H](O)C[C@H]1CCC[C@@]2(C[C@@H]3OC(=O)/C=C/[C@@](C)(O)[C@@H](O)[C@H](C)[C@@H](O)[C@H](OC4CCC(N(C)C)C(C)O4)[C@@H](O)[C@](C)(O)CCCCC/C=C/[C@@H]4CC(C)(C)O[C@@]4(O)C[C@H](O2)[C@H]3C)O1 (stereo partly drawn),?,-96.9*
ON(CCc1ccncc1)Cc1ccccc1,0.5%,11.6
O=S(=O)(Nc1ccccc1)N1CCCCC1,5.5%,-5.8
COc1cc(OC)cc(C(=O)Nc2cccc(NC(=O)c3cc(OC)cc(OC)c3)n2)c1,?,-20.4
Cn1c2c(c(=O)n(C)c1=O)C(c1ccc(C(F)(F)F)cc1)CC(=O)N2 (stereo not drawn),-8.7%,15.5
COc1ccc(O)c(C(=O)CC(=O)c2cccnc2)c1,?,49.7
ClCCN(CCCl)c1ccc(C=NNc2ncccn2)cc1,?,-33.8
Cc1ccc(OCC(COCc2ccccc2)NC(C)C)cc1 (stereo not drawn),-2.1%,63.3
CN(CCNC(=O)c1c[nH]c2c1ccc1ccccc12)CCNC(=O)c1c[nH]c2c1ccc1ccccc12,?,6.5
CCC(=O)OC1(C(C)=O)CCC2C3CCC4=CC(=O)CCC4(C)C3CCC21C (stereo not drawn),-16.2%,-11.4
O=C(O)c1ccccc1NC(=O)C(c1ccccc1)c1ccccc1,4.2%,2.8
COc1cc(C2c3c(oc4c(C)cc(C)cc4c3=O)C(=O)N2Cc2cccnc2)ccc1O (stereo not drawn),24.4%,-10.9
O=C1CCC[C@@H]2Cc3nc4cc5c(cc4cc3[C@@H]3CCN1[C@H]23)OCO5,33.4%[activator],73.6
O=C(Nc1ccc(Nc2ccccc2)cc1)c1c(Cl)cccc1Cl,10µM*,-74.5*
Clc1ccc(-c2ccc(-c3nn4c(-c5ccco5)nnc4s3)o2)cc1,2.3%,-38.0
CN(C(=O)Oc1cccc2ccccc12)C1C=CCC1 (stereo not drawn),4.5%,-38.5
COc1ccc(C(CNC(=O)CNC(=O)c2cccc(C)c2)N2CCCCC2)cc1 (stereo not drawn),-10.9%,-5.6
CC(C)C[C@@H](CNCC(=O)[C@H](Cc1c[nH]c2ccccc12)NC(=O)c1[nH]cnc1C(=O)N[C@@H](C)CN)NC(=O)c1nc[nH]c1C(=O)N[C@@H](Cc1ccccc1)C(=O)O,12.0%,-18.8
CCN(CC)c1ccc(C=C2SC(=S)NC2=O)cc1,10.1%,-6.8
COc1cccc(C(C#N)NCCCNC(C#N)c2cccc(OC)c2OC)c1OC (stereo not drawn),0.9%,2.8
CN(CCc1ccccc1)C(=O)c1cccc(NC(=O)Cc2cccc(NC(=O)C3CCCN(C(=O)CCc4ccccc4)C3)c2)c1 (stereo not drawn),0.794µM*,?
CC1([N+](=O)[O-])COP(=O)(Nc2ccc(F)cc2)OC1 (stereo not drawn),16.9%,21.1
O=C(CC12CC3CC(CC(C3)C1)C2)NC1CC1,-0.6%,6.8
CC(C)CC(NC(=O)OCc1ccccc1)C(=O)NC(Cc1ccccc1)C(=O)CCl (stereo not drawn),?,-6.2
O=C(C=Cc1ccccc1)c1cccs1,24.8%,-38.1
C(=NN1CCCCCC1)c1ccccc1,15.3%,-32.5
COc1ccc(S(=O)(=O)N2CCN(Cc3ccccc3[N+](=O)[O-])CC2)cc1,-7.1%,-1.3
CSc1nc(Cl)c(Br)c(N2CC2)n1,-16.6%,-31.7
O=C1NCCN(CC2CCN(CCC3CCCC3)CC2)C1=O,48.6%[activator],-10.0
O=C(c1cc(-c2ccccc2Cl)nc2ccc(Br)cc12)N1CCN(c2ccccn2)CC1,-3.7%,-90.2*
Nc1c(/C=C2/C=CC(=O)C(O)=C2)c(=O)nc2sc(CC(=O)N3CCOCC3)nn12,6.5%,2.9
O=C1C=C(c2ccccc2)C(c2ccccc2)C1O (stereo not drawn),1.0%,-12.3
C=CS(=O)(=O)N(Cc1ccccc1Br)[C@H](CO)Cc1ccccc1,-21.4%,-20.5
Cc1[nH]c(=O)[nH]c(=S)c1C(=O)Nc1ccc(Cl)c(Cl)c1,16.0%,10.0
CC(C)C(=O)Nc1cccc(COc2cccc(CN(Cc3ccccc3)C(=O)OC(C)(C)C)c2)c1,14.9%[8.37 µM],-33.9
COC(=O)C1N[C@@H]([C@@H](NC(=O)COc2ccccc2)C(=O)Nc2ccc(OC)cc2)SC1(C)C (stereo partly drawn),-8.4%,5.3
CCN(C(=O)COC(=O)c1cccc(S(=O)(=O)N(C)C)c1)c1c(N)n(Cc2ccccc2)c(=O)[nH]c1=O,-0.8%,?
CC(C)CC1NC(=O)C(CC(C)C)N(CO)C1=O (stereo not drawn),18.2%,51.4
OC1c2cc(Cl)ccc2-c2c(Cl)cc(Cl)cc21 (stereo not drawn),?,-2.5
CCC(C)NS(=O)(=O)c1ccc(NC(=O)CNCc2cccs2)cc1 (stereo not drawn),-1.0%,1.0
COc1ccc(N=Nc2ccc(CO)cc2)cc1,23.2%,70.4
Cc1cc(NC(=O)CCC(=O)N(CC(=O)NC2CCCC2)c2cccc(C)c2C)no1,-14.9%,22.4
O=C1CCN(Cc2ccccc2)C(=O)N1,?,?
COC(C)c1oc2c(C)c3oc(=O)cc(C)c3cc2c1C (stereo not drawn),?,26.4
CCOc1ccc(OCCC(=O)OCC(=O)Nc2cccc(S(=O)(=O)N3CCCCC3)c2)cc1,?,-19.0

# Reprinted from the entries so far for reference:
SMILES,HCV inhibitor,HCMV antiviral
CC(C)C(=O)Nc1cccc(COc2cccc(CN(Cc3ccccc3)C(=O)OC(C)(C)C)c2)c1,14.9%[8.37 µM],-33.9
COC(=O)C1N[C@@H]([C@@H](NC(=O)COc2ccccc2)C(=O)Nc2ccc(OC)cc2)SC1(C)C (stereo partly drawn),-8.4%,5.3
CCN(C(=O)COC(=O)c1cccc(S(=O)(=O)N(C)C)c1)c1c(N)n(Cc2ccccc2)c(=O)[nH]c1=O,-0.8%,?
CC(C)CC1NC(=O)C(CC(C)C)N(CO)C1=O (stereo not drawn),18.2%,51.4
OC1c2cc(Cl)ccc2-c2c(Cl)cc(Cl)cc21 (stereo not drawn),?,-2.5
CCC(C)NS(=O)(=O)c1ccc(NC(=O)CNCc2cccs2)cc1 (stereo not drawn),-1.0%,1.0

# The list continues:
SMILES,HCV inhibitor,HCMV antiviral
CC(C)[C@H](NC(=O)OCc1ccccc1)C(=O)OCC(=O)N1C(C)CCCC1C (stereo partly drawn),-3.8%,-5.2
C=CCC12C=C(OC)C(=O)OC(OC)(C1O)[C@H](c1ccc3c(c1)OCO3)[C@H]2C (stereo partly drawn),-13.5%,-9.7
Oc1ccc(C[C@H]2CNC(=S)N2CC2CCCN2C[C@H](Cc2ccc(O)cc2)N2C[C@H](Cc3ccccc3)N(CC3CCCCCC3)C2=S)cc1 (stereo partly drawn),?,-21.1
Cn1cnc2nc(Cl)nc(Cl)c21,31.6µM*,-71.7*
Cc1ccc(OCC(=O)NNC(=O)Nc2ccc(Cl)cc2)c(Br)c1,-2.2%,-27.6
OCCN1CCN(CCO)C1=S,3.3%,-1.2
CSc1ccc(CN(C)C(=O)c2ccc(S(=O)(=O)Nc3c(C)n(C)n(-c4ccccc4)c3=O)cc2)cc1,0.5%,?
CCN(CC)c1nc(N)c(C#N)c(CC#N)c1C#N,11.7%,-7.8
CCC(C(=O)NC1CCCCCC1)c1ccccc1 (stereo not drawn),?,?
COc1ccc(CNCCS(=O)(=O)NC2CCCCC2)cc1,12.2%,-12.5
CCCC(C)CC1(CCO)C(=O)NC(=S)NC1=O (stereo not drawn),5.4%,-6.2
CCCCN1C[C@H](COC(=O)CCC)Oc2cccc(F)c2S1(=O)=O,24.3%,9.7
O=C(c1ccco1)N1CCN(C(=O)c2ccco2)C1=S,?,57.2
Fc1ccc(-c2nnc(-c3ccc4ccccc4c3)o2)cc1,-8.9%,110.4
COCCNC(=O)C1CC(c2ccc(C(F)(F)F)cc2)=NO1 (stereo not drawn),6.9%,-19.7
Cc1onc(-c2ccccc2)c1C(=O)N[C@@H]1C(=O)N2C1SC(C)(C)[C@@H]2C(=O)O (stereo partly drawn),15.7%,-5.2
O=C(C=Cc1ccco1)c1ccc([N+](=O)[O-])cc1,7.8%,-13.8
O=C(NC(=O)c1ccc(Cl)cc1)Nc1cc(N2CCCCC2)ncn1,?,-13.8
CS(=O)(=O)c1ccc(C(=O)N2CCN(S(=O)(=O)c3ccc(C4CCCCC4)cc3)CC2)cc1,-13.9%,?
Cc1ccccc1Oc1ccc2c(c1)[C@@H]1C[C@H](N(C)C(=O)NC3CCCCC3)[C@H]([C@H](C)O)C(=O)N1CC2,-3.8%[8.37 µM],1.2
COC(=O)C=C1CCC2C3CC(F)C4(O)CC(=O)CCC4(C)C3C(=O)CC12C (stereo not drawn),2.5%,-13.9
Cc1ccc(S(=O)(=O)N2CCc3ccccc3CC2)cc1,?,-78.0*
c1ccc(CN2CCC(CNc3ncnc4ccccc34)C2)cc1 (stereo not drawn),?,?
c1coc(-c2nc3ccccc3s2)c1,21.9%,32.7
COc1cccc(SCc2noc(C(=O)NCC3CC3)c2C(=O)NCC2CC2)c1,?,-15.4
COC(=O)C1=C(c2ccccc2)C[C@@H]2CC[C@H]1N2C(=O)N1CCC(C)CC1,-22.5%,-28.0
CC(C)(O)CN(CCCNC(=S)Nc1ccccc1)C(=S)Nc1ccccc1,0.6%,-16.6
COC(C/C=C/[C@@H](O)[C@H](C)OCc1ccccc1)OC,1.1%[8.37 µM],-16.4
COc1cc(C(=O)N2CCN(CCCc3ccccc3)CC2)cc(OC)c1OC,24.0%,9.2
O=C1C[C@@H]2c3c(cccc3CN1Cc1ccccc1Br)C[C@@H](O)[C@H]2O,-1.0%,-32.2
CNc1nc(NC)c2cn[nH]c2n1,17.7%,62.4
Fc1ccc(Oc2ccnc(Cl)n2)c(Cl)c1,19.3%,-4.9
COc1cc(NCCCn2cnc(C(=O)Nc3ccc(C)c(C)c3)n2)cc(OC)c1OC,8.2%,-3.4
Cc1c(N2C(=O)/C(=C/c3cccc4ccccc34)SC2=S)c(=O)n(-c2ccccc2)n1C,5.2%,-25.6
NC(=O)C1(Nc2ccc(-c3ccc(Br)cc3)cc2)CCCC1,-6.8%,6.9
Cc1c(Cl)cccc1NC(=O)C1CC(=O)N(C2CCCC2)C1 (stereo not drawn),21.0%,-0.6
CCOC(=O)c1c(-c2ccccc2)c[nH]c1C,-12.9%,20.7
COc1ccc(-c2ccc3oc(-c4ccsc4)cc3c2)cc1,14.3%,-0.9
CN1CC[C@@]2([C@@]34CCN(C)C3Nc3ccccc34)c3ccccc3NC12 (stereo partly drawn),-26.0%,-15.9
NS(=O)(=O)c1ccc(CNC(=O)Cc2ccsc2)cc1,15.7%,75.6
O=C(CSc1c2c(nc3ccc(Cl)cc13)CCCC2)N1CCN(C(=O)c2ccco2)CC1,?,52.3
O=S(=O)(NCCCCNS(=O)(=O)c1ccc(F)cc1)c1ccc(F)cc1,14.5%,85.7
CCN(CC(=O)NCc1cccs1)C(=O)c1cccc(S(=O)(=O)N(CC)c2ccccc2)c1,?,0.0
O=C(CN1C(=O)c2ccccc2S1(=O)=O)c1ccc(Cl)cc1Cl,18.2%,-91.5*
CC1CN(C(C)C)C(=S)N(c2ccccc2)C1=O (stereo not drawn),-4.6%,36.0
Cc1nn2c(-c3cccc(NC(=O)CN4CCOCC4)c3)nnc2c2ccccc12,?,-0.4
COc1ccc(OC(C)C(=O)NCC2CCCO2)cc1 (stereo not drawn),24.1%,19.7
Cc1cc(Cl)ccc1OCC(=O)OCC(=O)NCCNC(=O)COC(=O)COc1ccc(Cl)cc1C,3.6%,6.7
N=C(N)c1ccc(N=Nc2c(O)ccc3c2[nH]c2ccccc23)cc1,-5.5%,?
C=C1C(=O)OC2C=C(CO)CCC=C(CO)CC(OC(=O)C(C)C)C12 (stereo not drawn),?,7.3
COC(=O)c1sc(NC(=O)CN2CCN(c3cccc(Cl)c3)CC2)c(C(=O)OC)c1C,?,-39.7
Cc1cc(=O)oc2cc(O)cc(O)c12,-23.1%,3.2
CCOC(=O)[C@@H]1[C@H]2COc3ccc(Br)cc3[C@@H]2N2C(=O)N(c3cccc(F)c3)C(=O)[C@]12C,15.6%,4.5
Cc1ccc(C(=O)N(CCc2ccccc2)Cc2ccccc2)cc1S(=O)(=O)N1CCOCC1,?,-12.5
CCOc1ccc(OCCC(=O)N(CCOC)c2c(N)n(Cc3ccccc3)c(=O)[nH]c2=O)cc1,5.0%,6.5
O=C(C(c1ccccc1)c1ccccc1)N1CCC(c2nc(-c3ccccc3Cl)no2)CC1,-6.8%,-16.1
Cn1cnc([N+](=O)[O-])c1S(=O)(=O)Oc1cccc2ccccc12,?,-3.1

# 4 entries from above, with tabs:
Structure	HCV inhibitor	HCMV antiviral
COC(=O)c1sc(NC(=O)CN2CCN(c3cccc(Cl)c3)CC2)c(C(=O)OC)c1C	?	-39.7
Cc1cc(=O)oc2cc(O)cc(O)c12	-23.1%	3.2
CCOC(=O)[C@@H]1[C@H]2COc3ccc(Br)cc3[C@@H]2N2C(=O)N(c3cccc(F)c3)C(=O)[C@]12C	15.6%	4.5
Cc1ccc(C(=O)N(CCc2ccccc2)Cc2ccccc2)cc1S(=O)(=O)N1CCOCC1	?	-12.5

# From PubChem

# This is a subset. The share of hits here may be higher or lower than overall.
